Myeloid diff 2: induction of myeloid progenitor differentiation, primary screen, cell-based, flow cytometry, MLPCN library; 360,000 tested, 1% active; AID 624256, 2012; calls only at 10 µM; ER-HoxA9 myeloid progenitors, lysozyme-GFP differentiation;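 active = normalized GFP-positive differentiation at or above the plate's own cutoff, the solvent-only control mean plus 3 SD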;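 also: cells exposed to compound for four days before flow analysis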
T cell HTS: modulators of CD8 T cell-vesicle binding, primary screen, mouse 2C CD8+ T cells, flow cytometry | 2C CD8+ T cell-vesicle binding; hits give low values | calls only at 7 µM | 330,000 tested, 0.068% active | AID 2052, 2009;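 active = response, share of CD8 T cells binding vesicles, and their 90th percentile fluorescence all below set limits, cut at about 80% in these data, passing the limit was not always enough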
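Also added: QL9-peptide-loaded Drosophila micro-vesicles bearing Ld, ICAM-1 and B7-1; Test system: purified 2C TCR transgenic mouse naive CD8+ T cells; Measured by: cytometric PE anti-B7-1 and Alexa647 anti-CD8 signals after 1% paraformaldehyde fixation; Timing: binding step 1.5 h, 37 °C, antibody labelling 20 min, ice.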
TNAP activation fold: human TNAP enzyme activators, primary screen, biochemical, luminescent, no phosphate acceptor, uHTS (AID 1001); Alkaline phosphatase, tissue-nonspecific isozyme (Homo sapiens); 200,000 tested, 0.03% active; activation fold at 20 µM, or EC50 in µM where a hit was titrated; purified TNAP, luminescent activation assay, no phosphate acceptor; higher activation fold means a stronger effect; in the data active = activation fold from about 3, or a potency from the dose series; inactive = the rest, 99 in 100 with activation fold below about 1.6; also: many of its hits are not listed in these tables
human PMI inhibition: inhibitors of human PMI, primary screen, biochemical, fluorescence intensity, coupled assay (AID 1209); 190,000 tested, 0.42% active; purified PMI enzyme, coupled fluorescence intensity; higher % means a stronger effect; inhibition, % at 20 µM; hits with a dose series show IC50 in µM; Mannose-6-phosphate isomerase (Homo sapiens); in the data active = inhibition above about 50%;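 also: plate controls were DMSO vehicle for no effect and wells lacking substrate for full effect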
Lipid droplet: inhibitors of hepatocyte lipid droplet formation, primary screen, imaging, high-throughput imaging, BODIPY stain. AML12 mouse hepatocytes, oleate lipid droplets. 240,000 tested, 0.4% active. inhibition, % at 6.5 µM;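 active = lipid droplet intensity inhibited by at least 50%, with more than 500 cells counted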
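Technique: fluorescence imaging, 20x objective, two fields per well / Assay system: AML12 hepatocytes (mouse) / Measure: % inhibition of lipid droplet signal / Doses: 6.5 µM single-point dosing / Incubation: overnight exposure / Reagent: 100 µM oleic acid challenge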
Dynein cargo inh: inhibitors of GR-EGFP nuclear translocation, primary screen, dynein cargo transport inhibitor project, imaging, high-content, 3617.4 mouse cells. test concentration mostly 20 µM; stimulated with dexamethasone, 1 µM; hits give low values. z-score, hits read low. 220,000 tested, 0.47% active;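 active = plate z-score of nuclear minus cytoplasmic receptor signal below a set negative limit, without overly bright fluorescence or cell loss, cut at about -3.5 in these data, passing the limit was not always enough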;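 also: z-score of nuclear minus cytoplasmic ring GR-EGFP intensity difference per well; some compounds called inactive have numbers as strong as hits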
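Schedule: 48 h induction, then 1 h compound, then 30 min agonist, 37 °C. Buffer or medium: tetracycline-free induction medium containing charcoal-stripped FBS. Reagent: 1.0 µM final dexamethasone stimulus. Evaluation: nuclear versus cytoplasmic GR-EGFP signal, averaged per well. Signal: high-content fluorescence imaging after fixation.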
b-catenin transl: modulators of beta-catenin nuclear translocation, primary screen, imaging, HeLa cells, immunofluorescence, high-content; nuclear translocation activity, % at 5 µM; 190,000 tested, 0.3% active; AID 1665, 2009;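 active = nuclear translocation activity above 50% at 5 µM, with a well cell count of 50 or more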;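 also: per-cell ratio of nuclear to cytoplasmic median beta-catenin stain intensity; plate controls were DMSO negative control for no effect and GSK-3 inhibitor IX positive control for full effect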
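Test system: human HeLa cells, native beta-catenin. Compound dosing: 5 µM primary single dose, 0.1% DMSO, 0.02–20 µM confirmation series. Incubation: compound exposure 24 h at 37°C. Detection: beta-catenin immunostaining with DAPI counterstain, 20x imaging, 6 fields/well. Read-out basis: Nuclear/cytoplasmic beta-catenin signal ratio, % activation.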
Insulin prom up: insulin promoter activators in MIN6 cells, imaging, high-content screening, mouse beta cells; MIN6 insulin promoter-GFP reporter; hits give high values; z-score at 5 µM; 190,000 tested, 0.3% active;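 active = z-score above 3 at 5 µM with at least 500 cells counted in the well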
MT stabilize HCS: microtubule stabilizers in HeLa cells, primary screen, imaging, high-content imaging; HeLa tubulin immunostaining HCS, 24 h; share of cells brighter than vehicle mean+2SD; % tubulin-high responders, % at 10 µM; 200,000 tested, 0.83% active;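 active = plate Z-score above 3 for both tubulin-high and condensed-nucleus cell shares, with cell loss under 80%, at 10 µM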;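 also: anti alpha tubulin signal scored within the nucleus-defined area of each cell; some results filed as inactive read as strong as hits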
Dynein cargo inh cytoplasmic EGFP: further read-out of Dynein cargo inh, marked with its call; z-score; measured here: cytoplasmic GR-EGFP intensity; hits give high values
Dynein cargo inh nuclear GR-EGFP: recorded beside Dynein cargo inh, whose call it bears; z-score; measured here: nuclear GR-EGFP intensity;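 lower value marks the stronger effect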
Dynein cargo inh cell count: second read-out of Dynein cargo inh, no call of its own (marks repeat the call); z-score; measured here: cell count per field
Insulin prom up cell count: further read-out of Insulin prom up, marked with its call; cell count; measured here: cytotoxicity, nuclei count;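 total cells summed across four imaged fields per well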
Lipid droplet cells 6.5 µM: also measured in Lipid droplet; calls as there; cell count; measured here: cell count, cytotoxicity flag;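 cells counted across two imaged fields per well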
b-catenin transl cell count 5 µM: recorded beside b-catenin transl, whose call it bears; cell count; measured here: cell count, cytotoxicity flag
T cell HTS vesicle-bound %: further read-out of T cell HTS, marked with its call; double positive events, %; measured here: CD8+ vesicle-bound cell fraction;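 binding gate set so that unloaded-vesicle control wells show 10% double positive cells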
MT stabilize HCS Hoechst-high %: further read-out of MT stabilize HCS, marked with its call; % Hoechst-high responders; measured here: nuclear condensation Hoechst responders;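 share of cells brighter than vehicle mean plus two SD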
MT stabilize HCS cytotoxicity %: also measured in MT stabilize HCS; calls as there; toxicity, %; measured here: cytotoxicity by cell density;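 0% = mean cell density of plate MIN control wells and 100% = no cells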
Myeloid diff 2 GFP+ MAC1+ %: second read-out of Myeloid diff 2, no call of its own (marks repeat the call); GFP+ MAC1+ double positive, %; measured here: differentiation confirmed by MAC1 staining
* hit, by the source's call; i = inactive; . = no result given. The order is random; overall some 3% were active at least once.

SMILES	Myeloid diff 2	Myeloid diff 2 GFP+ MAC1+ %	T cell HTS	T cell HTS vesicle-bound %	TNAP activation fold	human PMI inhibition	Lipid droplet	Lipid droplet cells 6.5 µM	Dynein cargo inh	Dynein cargo inh cytoplasmic EGFP	Dynein cargo inh nuclear GR-EGFP	Dynein cargo inh cell count	b-catenin transl	b-catenin transl cell count 5 µM	Insulin prom up	Insulin prom up cell count	MT stabilize HCS	MT stabilize HCS Hoechst-high %	MT stabilize HCS cytotoxicity %
CN1Cc2sc(NC(=S)NC(=O)c3ccccc3)c(C#N)c2CC1(C)C	.	.	i	57	.	.	7	692	1.3	0.75	1.6	-0.85	2.3	1277	2.2	1053	.	.	.
Cn1c(CCNC(=O)c2cccs2)nnc1SCC(=O)Nc1nc(-c2ccccc2)cs1	i	7.0	.	.	1	-3%	0	497	0.35	-0.023	0.98	-0.4	-0.2	1064	0.87	1004	3.7	1.5	4.4
Cc1noc(C)c1COC(=O)c1ccc(S(=O)(=O)N2CCCCC2)cc1	i	0.7	i	48	1.1	10%	24	680	-0.094	-0.33	-0.12	0.25	-5.2	1107	0.27	1183	4.9	2.3	8.3
Cc1ccc(CNC(=O)Cn2cnc3cc([N+](=O)[O-])ccc3c2=O)cc1	i	0.5	i	55	1	-1%	14	751	0.66	-0.21	0.063	-0.25	1.0	1522	.	.	2.6	2.9	8.8
Cc1ccc(-c2csc(NC(=O)C3=NN(C4CCS(=O)(=O)C4)C(=O)CC3)n2)cc1 (stereo not drawn)	i	0.7	i	19	.	.	-4	726	0.36	-0.27	0.8	0.13	-0.4	1216	-0.25	1041	.	.	.
O=C(CCCn1c(SCc2cccc(F)c2)nc2ccccc2c1=O)NCC1CCCO1 (stereo not drawn)	i	0.2	i	56	1	-1%	-2	793	2.7	-0.093	1.6	-1.7	.	.	-0.17	1266	1.8	0.9	2.6
O=C(c1ccc([N+](=O)[O-])cc1)N1CCc2ccccc2C1	i	0.4	i	50	1.1	-1%	14	665	-0.24	-0.29	0.62	0.037	.	.	0.47	1394	2.9	1.7	1.5
C=CCC1(C#N)C(=S)NC(C)=C(C(=O)OCC)C1c1ccccc1 (stereo not drawn)	i	0.4	i	19	.	.	38	799	-1.1	-0.28	0.0097	0.066	-0.7	1341	.	.	.	.	.
CCOC(=O)N1CCN(C(=O)CNC2CCCCCCC2)CC1	i	0.5	i	34	1.1	-10%	3	676	1.2	0.79	0.12	-0.95	-1.4	1130	.	.	2.1	2.2	1.0
CCOC(=O)c1cc(-c2cccc([N+](=O)[O-])c2)nc2[nH]c(=O)[nH]c(=O)c12	i	0.2	i	42	1.1	18%	-9	656	-0.46	1.2	-0.028	0.24	2.3	984	-0.94	1272	1.6	1.6	6.1
O=C(O)c1ccc(CSc2nnc(-c3ccncc3)n2-c2ccc(Cl)cc2)cc1	i	0.2	i	3	1.2	2%	2	737	-0.61	-0.27	-0.082	0.2	0.7	1012	0.61	1459	3.3	1.6	6.1
O=C(CSCCO)Nc1cc(C(F)(F)F)ccc1Cl	i	7.3	i	60	1	6%	8	779	1.7	-0.11	1.9	-2.7	1.5	1021	0.91	1241	2.5	2.1	7.2
CCc1ccccc1Nc1nc2ccccc2n1CC	i	0.0	i	26	1.1	-7%	3	660	-0.32	-0.29	0.43	0.34	-2.8	1096	0.59	1403	4.1	3.5	7.0
CCC(C)NS(=O)(=O)c1ccc(NC(=O)Cc2ccc(OC)cc2)cc1 (stereo not drawn)	i	0.8	i	24	1.1	7%	8	596	1	-0.21	0.41	-0.24	0.3	1544	-3.2	1342	3.6	1.9	2.3
C=CCn1c(SCC(=O)Nc2ccc(NC(=O)c3ccco3)c(OC)c2)nnc1-c1ccncc1	i	2.0	i	11	1.1	1%	.	.	-1.4	-0.18	-0.71	1.2	-1.4	1159	0.15	1260	3.7	3.3	7.8
CCc1nnc(NC(=O)CSc2nnc(-c3ccncc3)n2Cc2ccccc2)s1	.	.	.	.	1.1	7%	.	.	-0.8	-0.31	-0.67	0.68	-6.1	1056	0.32	1249	5.7	3.9	3.6
CC1(C)C(=O)OC(c2cccs2)C2(CCCCC2)C1=O (stereo not drawn)	i	1.1	i	16	1.2	0%	6	757	0.98	0.16	0.41	-1.3	.	.	-1.1	960	0.9	0.6	0.1
Cn1nnnc1SCc1ccc(F)cc1	i	1.0	i	44	1.2	6%	.	.	-0.59	-0.23	-0.14	1.1	1.9	1153	0.16	1090	2.8	1.9	7.1
C/C(N)=C(/C#N)C(=O)CSc1nc2ccccc2c(=O)n1-c1ccc(C)c(Cl)c1	i	0.0	i	41	1	8%	24	708	0.75	-0.16	0.84	-1.2	-0.7	1068	0.39	1366	2.0	1.9	7.5
CCOC(=O)C1C(c2cccc(Cl)c2Cl)NC(=O)NC1(O)C(F)(F)F (stereo not drawn)	i	2.4	i	30	1.1	7%	-12	766	0.18	-0.14	0.74	0.85	-0.2	1091	0.49	921	2.1	1.4	8.5
Cc1ccc(S(=O)(=O)N2CCN(C)CC2)c(C)c1N(C)S(=O)(=O)c1ccc(Cl)cc1	i	1.7	i	58	1.1	13%	-32	685	-0.095	-0.29	0.17	0.73	-1.4	1119	-0.09	799	3.4	1.4	8.3
Cc1ccc(C(=O)NCC2CCCO2)o1 (stereo not drawn)	i	0.9	i	18	1	1%	8	701	2	-0.23	1.6	-1.5	.	.	0.31	1273	2.7	1.3	70
CCC(C)C(N)C(=O)NC(CCC(=O)OCc1ccccc1)C(N)=O (stereo not drawn)	i	1.6	i	19	1.1	-8%	.	.	-0.62	-0.12	-0.097	0.35	-1.5	1177	0.7	1397	3.6	1.8	0.3
Cc1ccc(NC(=O)CCC(=O)OCC(F)(F)C(F)F)cc1	i	3.4	i	33	1.1	9%	1	763	-0.41	-0.24	-0.81	0.023	-1.0	1108	0.06	1246	3.0	1.1	8.8
CC(C)n1c(O)c(N=NC(=O)c2ccccc2NS(=O)(=O)c2cccs2)c2ccccc21	i	0.2	i	62	1.1	0%	16	695	-0.64	-0.2	-0.48	-0.28	-1.6	1152	-0.56	1413	3.6	1.4	7.9
CCCc1nc2oc3c(Cl)ncnc3c2c2c1CCCC2	i	0.5	i	36	.	.	3	734	-5.5*	0.65*	-2.3*	1.4*	-0.8	1151	-0.34	1282	.	.	.
CC1CCN(C(=O)c2cc(F)c(F)cc2Cl)CC1	i	0.2	i	32	1.1	5%	-22	737	-0.36	-0.26	-0.19	0.76	-2.8	1215	0.19	1231	2.2	3.1	10
CC(C)C(O)C1CCN(Cc2nc(-c3cccs3)no2)CC1 (stereo not drawn)	i	0.0	i	47	1	-1%	-16	680	0.36	-0.3	0.44	0.23	0.7	1523	0.72	1669	3.7	1.5	4.3
O=C(c1ccc(Cl)cc1Cl)N1CCC(c2nc3c(nnn3Cc3ccco3)c(=O)[nH]2)CC1	i	1.2	i	9	1.1	6%	10	674	-0.11	-0.35	-0.13	0.56	-1.9	1104	-0.14	2003	4.1	2.2	6.0
CCn1c(CC(=O)Nc2ccccc2)nnc1SCC(=O)Nc1ccccc1C(=O)OC	i	0.5	i	22	1.1	4%	20	745	-0.25	-0.25	0.38	-0.25	.	.	.	.	1.8	1.0	21
CCN(C(=S)NCc1ccccc1)c1cccc2ccccc12	i	0.6	i	39	1.1	6%	-17	696	-0.46	-0.24	-0.093	0.36	-1.3	1052	-2.3	728	4.7	2.5	11
CCOC(=O)N1CCN(C(=O)CCCn2c(=O)[nH]c3ccccc3c2=O)CC1	i	0.9	i	19	1.1	-5%	.	.	-0.7	-0.23	-0.27	0.51	-1.6	943	0.24	1509	2.0	1.4	6.3
